Screening data deposited in PubChem by Johns Hopkins Ion Channel Center.
KCNQ2 inh: KCNQ2 channel blockers in CHO-K1 cells – cell-based, FluxOR thallium flux, B-score, primary screen (AID 2156) | 20 min; hits give low values | B-score at 10 µM | 310,000 compounds, 1.1% hits;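 active = fluorescence ratio B-score at most minus 3 library SDs, with starting brightness B-score within 2 library SDs, cut at about -5.5 in these data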
CHT block: inhibitors of human choline transporter CHT | CHT-expressing cells, membrane potential dye, choline response; hits give low values | B-score at 10 µM | 310,000 compounds, 0.86% hits | AID 488975;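 active = B-score over 3 SD under the library average, and starting fluorescence ratio not unusually high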;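 also: choline stimulus applied at its EC90 after an EC20 pre-addition; B-score computed on integrated fluorescence ratio after choline addition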
Target sequence (Q9GZV3 whole entry, looked up): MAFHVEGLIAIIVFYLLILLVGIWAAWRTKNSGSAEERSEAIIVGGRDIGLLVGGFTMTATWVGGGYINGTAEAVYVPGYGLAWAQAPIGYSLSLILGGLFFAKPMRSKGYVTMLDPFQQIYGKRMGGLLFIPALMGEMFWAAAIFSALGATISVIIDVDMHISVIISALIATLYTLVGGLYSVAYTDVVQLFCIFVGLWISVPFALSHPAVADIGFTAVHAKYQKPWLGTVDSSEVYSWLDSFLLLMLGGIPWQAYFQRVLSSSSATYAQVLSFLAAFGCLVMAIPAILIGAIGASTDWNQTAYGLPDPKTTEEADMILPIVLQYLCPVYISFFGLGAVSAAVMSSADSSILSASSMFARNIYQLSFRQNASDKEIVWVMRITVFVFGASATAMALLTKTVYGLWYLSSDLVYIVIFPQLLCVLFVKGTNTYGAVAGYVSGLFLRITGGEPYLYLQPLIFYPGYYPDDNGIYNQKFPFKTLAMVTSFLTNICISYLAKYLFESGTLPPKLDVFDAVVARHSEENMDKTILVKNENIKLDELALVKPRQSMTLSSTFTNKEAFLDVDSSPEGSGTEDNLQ
* = called active by the depositor; i = inactive; / = no result given.

KCNQ2 inh | CHT block | smiles
i | i | CC(=O)c1cccc(CN2CCC(C(=O)Nc3ccc(-c4cccc(C)c4)cc3)CC2)c1
i | i | CCO/N=C(/C)c1c(O)cc(C(C)(C)C)n(-c2ccccc2)c1=O
i | i | COCC(=O)N(Cc1cc2cc(C)ccc2[nH]c1=O)c1ccc(C)c(C)c1
i | i | Cc1cc(C)cc(N(CC(=O)NC2CCCC2)C(=O)CCC(=O)Nc2nc(C)cs2)c1
i | i | O=C(/C=C/c1cccnc1)c1ccc(F)c(F)c1
i | i | Cc1cc(Cl)ccc1OCCCC(=O)OCC(=O)c1c(N)n(C)c(=O)n(C)c1=O
i | i | CN1CC(c2ccccc2)C2(SC(=S)N(Cc3ccco3)C2=O)C12C(=O)Nc1ccccc12 (configuration not stated)
i | i | CCCOC(=O)c1[nH]c2c(c1C)C(=O)CC(c1ccc(OC)c(OC)c1)C2 (configuration not stated)

Six successive compounds already listed, for reference:
KCNQ2 inh | CHT block | smiles
i | i | COCC(=O)N(Cc1cc2cc(C)ccc2[nH]c1=O)c1ccc(C)c(C)c1
i | i | Cc1cc(C)cc(N(CC(=O)NC2CCCC2)C(=O)CCC(=O)Nc2nc(C)cs2)c1
i | i | O=C(/C=C/c1cccnc1)c1ccc(F)c(F)c1
i | i | Cc1cc(Cl)ccc1OCCCC(=O)OCC(=O)c1c(N)n(C)c(=O)n(C)c1=O
i | i | CN1CC(c2ccccc2)C2(SC(=S)N(Cc3ccco3)C2=O)C12C(=O)Nc1ccccc12 (configuration not stated)
i | i | CCCOC(=O)c1[nH]c2c(c1C)C(=O)CC(c1ccc(OC)c(OC)c1)C2 (configuration not stated)

Ordered by formula weight (rising): three of the compounds above
KCNQ2 inh | CHT block | smiles
i | i | CCO/N=C(/C)c1c(O)cc(C(C)(C)C)n(-c2ccccc2)c1=O
i | i | Cc1cc(C)cc(N(CC(=O)NC2CCCC2)C(=O)CCC(=O)Nc2nc(C)cs2)c1
i | i | CN1CC(c2ccccc2)C2(SC(=S)N(Cc3ccco3)C2=O)C12C(=O)Nc1ccccc12 (configuration not stated)

(next part)
KCNQ2 inh | CHT block | smiles
i | i | O=C(Nc1ccc(S(=O)(=O)N2CCOCC2)cc1)C1CCN(S(=O)(=O)c2ccccc2)CC1
i | i | CC(C)(C)n1nc2c(c1NC(=O)c1cc(Cl)ccc1[N+](=O)[O-])CS(=O)(=O)C2
i | i | CCCNC(=O)Cn1c(-c2ccc(F)cc2)cc(C(=O)OCC)c1C
i | i | Cc1ccc(OCC(=O)N/N=C/C=C/c2ccco2)cc1
i | i | CCCn1c(NC(=O)CCS(=O)(=O)c2ccc(C)cc2)nc2ccccc21
i | i | Cc1ccc(C(=O)c2sc3nsc(C)c3c2N)cc1
i | i | Cc1ccc(C(=O)NCC(c2ccc(F)cc2)N2CCOCC2)cc1 (configuration not stated)
i | i | COc1cc2c(cc1OC)CN(C(=S)Nc1c(C)cccc1C)CC2
i | i | NS(=O)(=O)c1ccc(CCNC(=O)CCCn2ncn3c(cc4occc43)c2=O)cc1
i | i | CCOC(=O)C1CCCN(C(=O)c2cc3nc(-c4cccc(OC)c4)cc(C(F)(F)F)n3n2)C1 (configuration not stated)
i | i | CCCCC(=O)NC(c1ccco1)c1c(O)ccc2ccccc12 (configuration not stated)
i | i | CNC(=O)Nc1ccccc1C(=O)NCc1ccccc1
i | / | O=C1C(C=NCc2cccnc2)=C(O)c2ccccc21
i | i | CC(SC#N)C(=O)C12CC3CC(CC(C3)C1)C2 (configuration not stated)
i | i | Cc1cc(C)c2cc(CN(CCO)C(=O)Nc3ccc(F)cc3)c(=O)[nH]c2c1
i | i | C=C(C)C(=O)Nc1cccc(C2=NOC3(C2)C[C@@H](C(N)=O)N(C(=O)[C@H]2CCC(=O)N2)C3)c1 (some centres not stated)
i | i | COc1ccc2[nH]c(=O)c(C(c3nnnn3CC3CCCO3)N3CCc4ccccc4C3)cc2c1 (configuration not stated)
i | i | c1ccc2c(c1)CCN(c1nc(CN3CCOCC3)nc3sc4c(c13)CCCC4)C2
i | i | COc1ccc(CCNC(=O)c2cnn3c(C(F)F)cc(C)nc23)cc1OC
i | i | Cc1ccc(C)c(CN2CCN(c3ncccn3)CC2)c1
i | i | Cn1cc(Br)c(C(=O)NN2C(=O)C3C4C=CC(C5CC45)C3C2=O)n1 (configuration not stated)
i | i | COc1ccc(NC(=O)Cn2cc(C(=O)C3CC3)c3ccccc32)cc1
i | i | NC(=O)C(c1ccc(F)cc1)c1ccc(C(=O)c2ccccc2)cc1 (configuration not stated)
i | i | N#Cc1cccc(NC(=O)Cn2cnc(S(=O)(=O)N3CCCCC3)c2)c1
i | i | CSc1nc2ccc(S(=O)(=O)N(C)C)cc2s1
i | i | Cc1ncc(CN2CCCC(C(=O)Nc3ccc(-c4ccco4)cc3)C2)n1C (configuration not stated)
i | i | O=C(Nc1cccc(Cl)c1)c1ccc(OC(=S)N2CCOCC2)cc1
i | i | CC1(C)CC2(CCO1)OC(=O)CC2C(=O)Nc1ccc(Br)cc1 (configuration not stated)
i | i | CCN(CC)S(=O)(=O)c1ccc2c(c1)nc(CCC(=O)Nc1ccccc1Cc1ccccc1)n2CC
i | i | O=C(NCCCN=C1NS(=O)(=O)c2ccccc21)c1ccc(F)cc1
i | i | CC(C)Cn1c(NCCO)nc2ccccc21
i | i | CN1CCN(C(=O)c2ccc(N(Cc3ccc(Cl)cc3)S(C)(=O)=O)cc2)CC1
i | i | CC(C)(C)c1ccc(-c2noc(CCC(=O)N3CCOCC3)n2)cc1
i | i | O=C(CCS(=O)(=O)c1ccccc1)N1CCN(c2cccc(C(F)(F)F)c2)CC1
i | i | Cc1ccc(C(=O)Nc2c3c(nn2C(C)(C)C)CS(=O)(=O)C3)cc1[N+](=O)[O-]
i | i | O=C1CC(c2ccccc2)CC(=O)N1c1ccccc1
i | i | CCc1ccc(N2C(=O)CN(Cc3ccc(OC)c(OC)c3)C2=S)cc1
i | i | O=C(N/N=C/c1cc2c(cc1Br)OCO2)c1c[nH]c2ccccc12
i | i | Cc1ccsc1/C=N/NC(=O)Cc1cccn1C
i | i | CCCc1cc(C(=O)Nc2ccc(C(=O)c3ccc(F)cc3)cc2)n(C)n1
i | i | O=C(CCC(=O)Nc1ccccc1Cl)N/N=C/c1c[nH]c2ccccc12
i | i | COCCn1cnc2c1c(=O)n(CC(=O)c1ccc3c(c1)OCCO3)c(=O)n2Cc1ccccc1
i | i | CC1CCCN(C(=O)CSc2nnc(-c3ccc(S(=O)(=O)N4CCOCC4)cc3)n2C)C1 (configuration not stated)
i | i | Cc1cc(NC(=O)CS(=O)CC(=O)Nc2c(C)cccc2C)ccc1-n1cnnn1 (configuration not stated)
i | i | COc1ccc(N2CSC3=C(C#N)C(c4ccc(OC)c(OC)c4)CC(=O)N3C2)c(OC)c1 (configuration not stated)
i | i | O=C(Nc1ccc(N2CCCCC2)cc1)c1cccnc1
i | i | Cc1ccc2c(CC(=O)N(C)c3c(N)n(Cc4ccccc4)c(=O)[nH]c3=O)coc2c1
i | i | CCOC(=O)Nc1ccc(NC(=O)OCC)cc1
/ | i | COc1cc(OC)cc(-n2nc(C(=O)NCCCN3CCOCC3)c3ccccc3c2=O)c1
i | i | COc1ccc(NC(=O)CNS(=O)(=O)c2ccccc2)cc1Cl
i | i | CCOC(=O)c1ccc(S(=O)(=O)N2CCN(C)CC2)cc1
i | i | CC(C)Cc1nnc(NC(=O)C2CSC3(C)CCC(=O)N23)s1 (configuration not stated)
i | i | O=C(CCc1ccccc1)NCC(=O)N/N=C/c1ccc2c(c1)OCO2
i | i | Cn1c(CCN2CCN(c3ccccn3)CC2)nc2cc(NC(=O)COc3ccc(Cl)cc3)ccc21
i | i | COc1ccc(/C=C(\NC(=O)c2ccccc2)C(=O)NNC(=O)CCN2CCOCC2)cc1
i | i | Cc1cc(C)c2nc(N3CCCC(C(=O)N4CCC(C(N)=O)CC4)C3)sc2c1 (configuration not stated)

The list goes on:
KCNQ2 inh | CHT block | smiles
i | i | CCC(CC)C(=O)OCC(=O)NC12CC3CC(CC(C3)C1)C2
i | i | COC(=O)c1nn(-c2nc(-c3ccc(OC)c(OC)c3)cc(C(F)(F)F)n2)cc1[N+](=O)[O-]
i | i | COc1ccc(CC(=O)N/N=C(\C)CC(=O)Nc2ccc3c(c2)OCCO3)cc1OC
i | i | O=C(C1CCC(=O)N(C2CCCC2)C1)N1CCC(Oc2ccccc2Cl)CC1 (configuration not stated)
i | i | CCOC(=O)C1CCCN(C(=O)/C=C/c2ccc(Cl)cc2)C1 (configuration not stated)
i | i | CC1=Nc2ccc(C)cc2N(Cc2ccccc2)C(=O)C1
i | i | O=C1[C@@H]2C(c3ccc(F)cc3)=NO[C@@H]2C(=O)N1Cc1ccccc1
i | i | CCCc1nnc(NC(=O)CC(=O)Nc2ccccc2C(=O)O)s1
i | i | COc1ccc(-c2cc(C(=O)OCC(=O)c3cccc([N+](=O)[O-])c3)c3cc(C)ccc3n2)cc1
i | i | CCOC(=O)C1=C(N)Oc2cc(O)ccc2C1c1ccccc1 (configuration not stated)
i | i | Cc1cc2nc(C)n(CCCNC(=O)Nc3ccc(C#N)cc3)c2cc1C
i | i | O=C(COc1ccc(Cl)cc1)Nc1nc(-c2cccs2)cs1
i | i | CCN=C1SC(C(=O)Nc2cccc(Cl)c2)CC(=O)N1CC (configuration not stated)
i | i | Cc1ccc(C)c(S(=O)(=O)N2CCN(C(=O)C3CCN(c4ncnc5sc(C)c(C)c45)CC3)CC2)c1
i | i | COC(=O)C(NC(=O)CCc1nnc2ccc(N3CCC(C)CC3)nn12)C(C)C (configuration not stated)
i | -8.3* | CC(=O)NN1C(=O)c2ccc(Oc3cccc([N+](=O)[O-])c3)cc2C1=O
i | i | CCOC(=O)Cc1csc(NC(=O)c2cnc3scc(C)n3c2=O)n1
i | i | COc1ccc2cc(C(c3nnnn3C3CCCC3)N3CCCCCC3)c3nnnn3c2c1 (configuration not stated)
i | i | Cc1nc(NC(C)c2ccccc2)sc1C(=O)Nc1ccccc1 (configuration not stated)
i | i | Cc1ccc(OCc2nn3c(-c4ccco4)nnc3s2)cc1
i | i | Cc1ccc(C)c(Cn2c3ccccc3c3cnn(CC(=O)NCc4ccccn4)c(=O)c32)c1
i | i | Cc1ccc(C(=O)Nc2nnc(CC(=O)N/N=C/c3ccc(O)c(O)c3)s2)cc1
i | i | Cc1ccc(-c2nnc(SCC(=O)N/N=C/c3c(C)nn(-c4ccccc4)c3C)n2-c2ccc(C)cc2)cc1
i | i | Clc1ccc(C2=Nn3c(nnc3-c3cccnc3)SC2)s1
i | i | COc1ccc2nc(NS(=O)(=O)c3ccc(NC(C)=O)cc3)sc2c1
i | i | O=C(Nc1ccccc1)c1ccc2c(c1)OCCO2
i | i | O=C(N/N=C\c1ccc(-c2ccc([N+](=O)[O-])cc2)o1)C1COc2ccccc2O1 (configuration not stated)
i | i | O=C(N=NC(=O)c1ccc2c(O)n(C3CCCCC3)c(O)c2c1)c1cccnc1
i | i | CCn1cc([N+](=O)[O-])c(C(=O)Nc2ccc(Br)cn2)n1
i | i | CCOC(=O)c1ccccc1NC(=O)N[C@@H](C)C(=O)OC
i | i | Cc1ncc(CN2CCN(Cc3ccccc3)C(CCO)C2)s1 (configuration not stated)
i | i | CCOC(=O)N1CCN(C(=O)c2cc3cc(Cl)ccc3[nH]2)CC1
i | i | CCOc1ccc(NC(=O)C(C)Oc2ccccc2C(=O)Nc2ccc(C)c(Cl)c2)cc1 (configuration not stated)
i | i | CCOC(=O)c1sc(Nc2ccccc2Cl)nc1C
i | i | CC(C)(C)C1CCc2onc(C(=O)N3CCOCC3)c2C1 (configuration not stated)
i | i | CCC(=O)Nc1ccc(C(=O)NNC(=O)COc2cccc(C)c2)cc1
i | i | Cc1cc(C(=O)N2CCN(c3ccc([N+](=O)[O-])cc3)CC2)n[nH]1
i | i | CC(=O)Nc1ccc(NC(=O)COc2ccc(S(=O)(=O)NC(C)c3ccccc3)cc2)cc1 (configuration not stated)
i | i | Cc1cc[n+](CC(=O)c2ccc(NC(=O)c3ccccc3)cc2)c2ccccc12
i | i | Cc1cc(=O)[nH]c(SCc2cn3ccccc3n2)n1
i | i | COCCCNC(=O)C1CCN(S(=O)(=O)c2ccc3nc4c(c(C(=O)O)c3c2)CCCCC4)CC1
i | i | COc1ccccc1NC(=O)Nc1nc(C(C)(C)C)cs1
i | i | Cc1ccc(S(=O)(=O)N2CCOCC2)cc1NC(=O)CNC1CCCC1
i | i | Cc1nnsc1C(=O)N/N=C/c1c(F)cccc1Cl
i | i | O=S(=O)(c1ccc(F)cc1)N1CCN=C1SCc1cccnc1
i | i | CCc1cc2c(=O)c(-c3nc4ccccc4n3C)c(C)oc2c(CN2CCCCC2)c1O
i | i | C[C@H](NC(=O)[C@@H]1Cc2ccccc2CN1C(=O)OC(C)(C)C)C(=O)NC1CCCC1
i | i | CCNC(=O)N1CCC(n2nccc2NC(=O)CCCc2ccccc2)CC1

An excerpt of these results, with tabs.
structure	KCNQ2 inh	CHT block
COc1ccccc1NC(=O)Nc1nc(C(C)(C)C)cs1	i	i
Cc1ccc(S(=O)(=O)N2CCOCC2)cc1NC(=O)CNC1CCCC1	i	i

(next part)
KCNQ2 inh | CHT block | smiles
i | i | COc1ccccc1C(=O)NC(CCSC)C(=O)NNC(=O)c1ccc(F)cc1 (configuration not stated)
i | i | O=C(NCc1ccc2c(c1)OCO2)C1CC(c2ccc(Cl)c(Cl)c2)=NO1 (configuration not stated)
i | i | C=CCNCc1cc(=O)n2c(-c3ccccc3)csc2n1
i | i | Cc1ccc(S(=O)(=O)N2CCC(C(=O)N[C@@H](C)C(=O)NCc3ccccc3)CC2)cc1
i | i | CSCCC(NC(=O)COc1ccccc1)C(=O)N1CCCC(C)C1 (configuration not stated)
i | i | CCC(C)NC(=O)c1cn(CC)c2ccc(S(=O)(=O)N3CCCCCC3)cc2c1=O (configuration not stated)
i | i | Cc1cc(C)c2nc(N3CCCC(C(=O)N4CCN(c5ncccn5)CC4)C3)sc2c1 (configuration not stated)
